# FBW7 act: FBW7 E3 ligase activators, primary screen, biochemical, AlphaScreen, human; normalized activity (activation), % at 26.1 µM; AID 1259310, 2017; AlphaScreen FBW7–phospho-cyclin E peptide binding, activator screen; 650,000 tested, 0.13% active; in the data active = normalized activity above about 1.9%;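 also: purified mutant Fbw7 with reduced substrate affinity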
# Target sequence (Q969H0 whole entry, looked up): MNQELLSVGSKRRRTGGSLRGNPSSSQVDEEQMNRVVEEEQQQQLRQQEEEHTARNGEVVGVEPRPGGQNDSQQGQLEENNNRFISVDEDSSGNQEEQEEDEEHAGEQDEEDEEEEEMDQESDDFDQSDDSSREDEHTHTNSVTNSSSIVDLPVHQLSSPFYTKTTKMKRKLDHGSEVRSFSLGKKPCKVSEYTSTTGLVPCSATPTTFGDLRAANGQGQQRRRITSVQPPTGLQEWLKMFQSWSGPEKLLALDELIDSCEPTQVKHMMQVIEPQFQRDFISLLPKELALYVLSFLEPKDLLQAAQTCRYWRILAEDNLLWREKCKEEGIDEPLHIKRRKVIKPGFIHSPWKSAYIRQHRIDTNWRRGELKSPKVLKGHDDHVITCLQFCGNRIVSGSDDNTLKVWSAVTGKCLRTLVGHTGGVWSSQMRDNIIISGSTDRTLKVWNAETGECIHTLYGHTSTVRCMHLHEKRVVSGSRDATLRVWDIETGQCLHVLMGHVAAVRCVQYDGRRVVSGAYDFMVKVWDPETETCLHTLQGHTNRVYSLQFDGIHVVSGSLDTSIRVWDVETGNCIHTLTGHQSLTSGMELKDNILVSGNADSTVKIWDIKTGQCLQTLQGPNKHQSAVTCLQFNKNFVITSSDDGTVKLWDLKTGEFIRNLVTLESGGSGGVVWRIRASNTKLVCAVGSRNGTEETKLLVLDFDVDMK
# GPR151 ag: activators of human GPR151, primary screen, cell-based, PathHunter beta-arrestin, luminescence | activation, % at 11.2 µM | AID 1508602, 2020 | PathHunter beta-arrestin GPR151 cells | G-protein coupled receptor 151 (Homo sapiens), Q8TDV0 | 650,000 tested, 1% active; in the data active = activation above about 4.9%;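 also: 0% = median of compound wells and 100% = cells with positive control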
# Target sequence (Q8TDV0 whole entry, looked up): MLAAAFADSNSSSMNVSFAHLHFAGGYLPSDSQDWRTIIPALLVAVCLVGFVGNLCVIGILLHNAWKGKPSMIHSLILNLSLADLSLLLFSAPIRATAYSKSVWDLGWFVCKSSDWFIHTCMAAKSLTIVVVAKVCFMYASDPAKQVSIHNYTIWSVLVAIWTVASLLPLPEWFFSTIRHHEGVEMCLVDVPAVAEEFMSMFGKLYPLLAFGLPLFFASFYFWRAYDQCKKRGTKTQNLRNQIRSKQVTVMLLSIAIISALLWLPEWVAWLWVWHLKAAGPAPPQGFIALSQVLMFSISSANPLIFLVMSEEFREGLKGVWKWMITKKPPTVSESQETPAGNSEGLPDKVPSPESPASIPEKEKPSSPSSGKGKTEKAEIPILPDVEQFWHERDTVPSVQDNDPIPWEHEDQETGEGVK
# MITF primary: MITF inhibitors, primary screen, biochemical, AlphaScreen, human | Microphthalmia-associated transcription factor (Homo sapiens), O75030 | AlphaScreen MITF homodimerization, bead proximity signal | inhibition, % at 2.6 µM | 650,000 tested, 0.91% active | AID 1259374, 2018; in the data active = inhibition above about 50%;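 also: 0% = vehicle wells with protein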
# TEAD-YAP inh: TEAD-YAP interaction inhibition, primary screen, TEAD-YAP interaction inhibitor project, luminescence, HEK-TIYL cells. TEAD-Gal4/YAP UAS-luciferase luminescence. inhibition, % at 9.12 µM. 640,000 tested, 1.4% active. AID 1259422, 2018; in the data active = inhibition above about 32%;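 also: 0% = median of test compound wells and 100% = reference inhibitor wells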
# Numbers without * were called inactive; & = joins results of further samples.
# Order of results – FBW7 act, GPR151 ag, MITF primary, TEAD-YAP inh
Nc1cc(Cl)c(NC2=NCCN2)c(Cl)c1
  0.8, -0.2, 12, 4
O=C(O)c1cccc(Nc2c([N+](=O)[O-])c3nonc3c3nonc23)c1
  0.1, -0.4, 5, 6
O=C(NNC(=O)c1cccc([N+](=O)[O-])c1)c1ccc([N+](=O)[O-])cc1
  -0.1, -1.0, 3, -2
OCCC1CN(Cc2ccc3cc(F)ccc3n2)CCN1Cc1ccc(F)cc1 (centres undefined)
  -0.2, 1.4, 7, 4
CC(=O)Nc1ccc(C(Cc2cn3ccccc3n2)Cc2cn3ccccc3n2)cc1
  -0.1, 0.2, -2, 8
CC(=O)NC(=O)c1cc2cc([N+](=O)[O-])ccc2oc1=Nc1cccc(F)c1
  0.3, 1.1, -2, -16
CC(=O)N1CCN(C(=O)c2ccc(NCCc3ccc(Cl)cc3)c(S(=O)(=O)Nc3cccc(C(F)(F)F)c3)c2)CC1
  0.0, 1.2, -10, 5
O=C(Nc1cccc([N+](=O)[O-])c1)c1cccc(S(=O)(=O)Nc2cccnc2)c1
  0.1, -3.1, 2, 6
CC(C)(C)c1ccc(OCC(=O)Nc2ccccc2C(N)=O)c(Br)c1
  -0.1, -1.6, 6, -46
CNC(=S)N1CCC(C(=O)N(C)C(c2ccccc2)c2ccccn2)CC1 (centres undefined)
  -0.7, -0.6, -12, -5
Nc1cc(C(=O)OCC(=O)NCCCN2CCCC2=O)ccc1Cl
  0.0, 2.1, 9, 2
Cc1cc(F)ccc1S(=O)(=O)ON1C(=O)c2cccc3cccc(c23)C1=O
  0.3, 0.0, 8, -4
COc1ccc(C(=O)NCCc2c(C)[nH]c3ccc(OC(F)(F)F)cc23)cc1OC
  -0.2, 1.6, 2, 2
COc1cccc(NC(=O)C2C3C=CC4(O3)C2C(=O)N(CCC(C)C)C4C(=O)NC2CCCCC2)c1 (centres undefined)
  -0.1, -0.1, 0, -6
O=C(c1ccc(Cl)cc1)N1CCN=C1c1ccccc1
  0.0, 0.5, 3, -9
O=[N+]([O-])c1cc(CN2CCN(c3cccc(C(F)(F)F)c3)CC2)c(O)c2ncccc12
  0.0, -0.6, 19, 20
CCN(CC)CCNC(=O)c1c(C)oc2cc(Br)c(OC)cc12
  0.1, -1.5, 3, 4
CCOC(=O)C1=C(C)NC(=S)NC1c1ccc(C(C)C)cc1 (centres undefined)
  0.6, -0.7, 5, -11
O=P(O)(O)c1cccc(OCCOCCOc2cccc(P(=O)(O)O)c2)c1
  0.8, -1.0, -1, -2
Oc1c(C=Nc2ccccc2)sc2ccccc12
  0.1, -1.3, -1, 5
CCN(CC)CCCN(C(C)=O)c1nc(-c2ccc(F)cc2)cs1
  0.7, -1.1, 3, -4
O=C(Nc1nc(-c2ccccc2)cs1)c1ccco1
  0.1, -0.1, -5, -57
CC(=O)OCCNc1cc(Sc2nnc(-c3ccccc3)o2)c2nonc2c1[N+](=O)[O-]
  -0.1, 0.1, 1, -9
O=CN1CCc2c([nH]c3cc(F)ccc23)C12CCN(Cc1ccc(F)cc1)CC2
  -0.6, 0.4, 9, 7
O=C1CC2(CCN(Cc3ccccc3)CC2)Oc2ccccc21
  0.1, -0.1, 17, -14
COc1ccc(-c2nsc(SCC(=O)Nc3cccc(C)c3)n2)cc1
  0.1, 0.2, 14, -11
CC(C)CCN1C(=O)c2ccc(C(=O)c3cccc([N+](=O)[O-])c3)cc2C1=O
  0.5, -0.4, 15, 2
Cc1ccccc1NCC(=O)N/N=C\c1ccc(Cl)c([N+](=O)[O-])c1
  0.3, 0.7, 9, -1
Cc1ccc(-c2nnc(NC(=O)c3ccc(F)cc3)o2)cc1C
  -0.1, 0.6, -4, -6
Cc1cnc(N2CCN(c3ccccn3)CC2)nc1NCc1cccc(C(F)(F)F)c1
  0.1, 1.3, 12, -6

# Rewritten tab-delimited: entries from further up
compound	FBW7 act	GPR151 ag	MITF primary	TEAD-YAP inh
O=P(O)(O)c1cccc(OCCOCCOc2cccc(P(=O)(O)O)c2)c1	0.8	-1.0	-1	-2
Oc1c(C=Nc2ccccc2)sc2ccccc12	0.1	-1.3	-1	5

# Continued:
# Order of results – FBW7 act, GPR151 ag, MITF primary, TEAD-YAP inh
CC(C)OC(=O)c1ccc2c(c1)C(=O)N(c1cccc(N)c1)C2=O
  0.1, -0.8, 2, -6
N#C/C=C/N1CCN(C(c2ccccc2)c2ccccc2)CC1
  0.6, -0.1, -6, -1
COc1ccccc1CNC(=O)C(=O)NCc1ccccc1
  -0.1, 0.3, 4, -1
CCn1c(CSc2ncnc3sccc23)nc2cc(S(=O)(=O)N(C)C)ccc21
  -0.2, 0.2, 17, 4
O=C(Nc1nnc(-c2ccccc2Cl)s1)c1ccc(S(=O)(=O)N2CCCCC2)cc1
  0.3, 0.7, 2, 8
CCOC(=O)c1ccc2c(CN(C)C)c(-c3ccc([N+](=O)[O-])cc3)c(CN(C)C)n2c1
  -0.1, -0.8, -12, -16
Cc1cc(=O)oc(C)c1C(=O)NCCCN1CCN(c2ccc(F)cc2)CC1
  0.6, 1.7, 16, -10
CNS(=O)(=O)c1cccc(C(=O)OCC(=O)NCc2ccco2)c1
  0.4, -1.0, 13, 5
COc1ccc(-c2nnn(CC(=O)NCCc3c[nH]c4ccccc34)n2)cc1
  0.2, 0.2, 2, 10
O=C(NCc1ccc(F)cc1)c1nn2c(c1Cl)NC(c1cccs1)CC2C(F)(F)F (centres undefined)
  0.0, -1.0, -4, 3
CCOc1ccc(C(=O)Nc2ccc(C(N)=O)cc2)cc1
  0.1, 1.3, 0, -25
Cc1nc(C)c(C(=O)NNS(=O)(=O)c2ccc(Cl)cc2)s1
  0.2, 1.1, -6, -5
CCOc1cccc(-c2cc(C(=O)N/N=C/c3ccc(O)c(OCC)c3)[nH]n2)c1
  -0.1, 3.4, -6, -16
Cc1ccc(N(CC(=O)NCc2cccnc2)S(=O)(=O)c2ccc(F)cc2)cc1
  0.2, -0.2, 11, -4
O=C(Nc1nccs1)/C(NC(=O)c1ccccc1)=C(/Cl)c1ccccc1
  0.0, -0.6, -7, -2
CN1C(=O)C(CC(=O)Nc2cccc(Cl)c2)N(NC(=O)c2ccccc2)C1=S (centres undefined)
  0.0, -0.2, -14, 9
CCCCNC(=O)c1cc(Nc2ccc(OC)cc2)nc2ccccc12
  0.0, -0.2, 6, 15
C=CCN1C(=O)/C(=C2\SC(N3CCOCC3)=NC2=O)c2cc(Br)ccc21
  -0.2, -1.4, 11, 4
O=C(NCc1ccccc1Cl)c1ccc(Br)o1
  0.2, 3.9, 4, 1
N#Cc1c(NC(=O)Cn2cc([N+](=O)[O-])cn2)sc2c1CCCCC2
  -0.1, -1.8, 23, 0
Clc1ccc(C2NCCS2)cc1 (centres undefined)
  0.0, 0.2, -10, 0
N#C/C(=C\c1cn[nH]c1-c1ccccc1Br)C(=O)O
  0.0, 1.0, -2, -2
CCOc1ccc2c(c1)C(=C1SC(C(=O)OC)=C(C(=O)OC)S1)C(=S)C(C)(C)N2C(=O)c1ccc(Cl)c([N+](=O)[O-])c1
  -0.4, -1.1, 9, -2
O=C(Nc1ccnn1C1CCN(Cc2ccc3c(c2)CCO3)CC1)C1CC1
  -0.1, -0.6, 18, 7
Cc1cc(=O)oc2cc(Oc3ncccn3)ccc12
  -0.3, 2.2, 0, -1
COc1cc2[nH]c(=S)n(Cc3ccc(F)cc3)c(=O)c2cc1OC
  0.1, -1.5, -9, -17
Cc1ccc(OCCOc2cccc(/C=C3\C(=N)N4N=C(C(C)C)SC4=NC3=O)c2)c(C)c1
  -0.4, 1.6, 5, -32
O=C(NNC(=O)C12CC3CC(CC(C3)C1)C2)c1ccc(Br)cc1
  0.0, 0.9, -2, -15
O=C(Nc1ccc(Br)cc1C(=O)c1ccccc1Cl)c1cc2nc(-c3cccs3)cc(C(F)(F)F)n2n1
  -0.2, 0.4, 1, -1
Cc1cccc(CN2CCN(C(c3ccccc3)c3ccc(Cl)cc3)CC2)c1 (centres undefined)
  -0.1&-0.2&0.0, 0.8&2.2&-1.1, -2&-8&22, -10

# Other structures:
# Order of results – FBW7 act, GPR151 ag, MITF primary, TEAD-YAP inh
O=C1CCCN1CCCNc1nc(-c2cccs2)nc2c1ncn2C1CCCCC1
  0.1, 2.0, 23, 11
CCOC(=O)c1ccc(NC(=O)c2c(NC(=O)CN3CCCC3)sc3c2CCC3)cc1
  0.7, 1.9, 13, 3
CCC(=O)NC(N1CCOCC1)C(Cl)(Cl)Cl (centres undefined)
  0.0, 0.0, 1, 1
c1ccc(-c2cc(N3CCOCC3)nc(-c3cccnc3)n2)cc1
  0.2, -0.5, 1, 11
CCOc1cc(C2Nc3ccccc3NC3=C2C(=O)CC(c2ccccc2)C3)ccc1O (centres undefined)
  -0.5, 1.9, 6, 3
COc1cccc(NC(=O)CCC2CCN(C(=O)c3sccc3C)CC2)c1
  0.1, 3.0, 6, -2
NC(=O)COC(=O)c1ccc(-c2nc3ccccc3s2)s1
  0.1, -10, -5, -11
O=C(CSc1cccc[n+]1[O-])NCC1CCCO1 (centres undefined)
  0.1, 1.2, 2, 7
CC(=O)Oc1cccc(C(=O)Nc2ccccc2Sc2ncnc3sc4c(c23)CCCC4)c1
  0.0, -0.3, 8, 13
O=C(Nc1nc(-c2ccc(Cl)c(Cl)c2)cs1)c1cccs1
  0.0, -0.1, -19, -16
COCCOC(=O)c1ccc(NC(=O)/C=C/c2ccccc2)cc1
  0.0, 0.4, -3, -6
CCCn1cc(S(=O)(=O)CC(=O)Nc2ccc(C(=O)OCC)cc2)c2ccccc21
  0.1, 1.4, 8, -4
CCNC(=S)N1CCN(S(=O)(=O)c2cccc(C(F)(F)F)c2)CC1
  -0.1, -0.4, -1, -11
CC(C)(C)Cc1nnc(NS(=O)(=O)c2ccc(F)cc2)s1
  0.4, 2.2, 15, 4
CC(C)(C)c1ccccc1OCC(=O)N/N=C/c1cc(O)ccc1[N+](=O)[O-]
  0.0, 0.5, 1, 9
CN1C(=O)c2cccc3cc(Br)cc(c23)C1=O
  0.2, 0.5, 12, 10
COCCN1CCC(CNC(=O)c2cc(C(C)c3ccccc3)no2)CC1 (centres undefined)
  -0.1, 0.1, -12, -3
CC1CCN(Cc2nnnn2CC(=O)N2CCCC(OCc3cccnc3)C2)CC1 (centres undefined)
  0.1, 3.8, -8, 1
Cc1ccc(N(CC(=O)NCc2ccco2)C(=O)CCC(=O)Nc2nccs2)c(C)c1
  0.2, -1.0, 11, 3
Cc1n[nH]c(C)c1S(=O)(=O)N1CCC(C)CC1
  0.3, -1.8, 7, 15
O=C(CSCc1ccccc1Cl)NN=C1CCCCCC1
  0.0, 0.0, -15, -3
COc1ccc(CCNC(=O)CN(c2ccc(C(C)C)cc2)S(C)(=O)=O)cc1OC
  0.1, 2.3, 12, -3
CCOc1ccc2c(c1)-c1c(ssc1=S)C(C)(C)N2C(=O)CSc1nnc(C)s1
  -0.3, -0.5, 26, -2
O=C(NCc1ccc2c(c1)OCO2)c1cc(Sc2ccccc2Cl)nc2ccccc12
  0.1, -1.2, -1, 1
CCc1cccc(C)c1NC(=O)Cn1ccn(-c2ccccc2)c(=O)c1=O
  0.3, -0.8, 7, 5
CC1CN(CCC(=O)Nc2ccccc2Cl)CC(C)O1 (centres undefined)
  0.7, 2.1, 14, 10
N#Cc1cccc(NC(=O)c2sc3nc4c(c(C(F)(F)F)c3c2N)CCC4)c1
  0.0, 0.2, 4, 31
CN(C)c1cccc(Nc2ccc(N3CCC(C(=O)NC4CCN(Cc5ccccc5)CC4)CC3)nn2)c1
  -0.4, -1.4, 8, -6
COc1ccc(-n2c(=O)cc(N3CCN(c4ccccc4OC)CC3)[nH]c2=O)cc1
  -0.2, -0.8, 3, -4
CCOC(=O)c1ccc(NC(=O)CCc2nc(-c3cccc(OC)c3)no2)cc1
  0.1, -1.8, -2, -10

# Limited to GPR151 ag and MITF primary (6 entries from above):
compound | GPR151 ag | MITF primary
Cc1ccc(N(CC(=O)NCc2ccco2)C(=O)CCC(=O)Nc2nccs2)c(C)c1 | -1.0 | 11
COc1ccc(-n2c(=O)cc(N3CCN(c4ccccc4OC)CC3)[nH]c2=O)cc1 | -0.8 | 3
c1ccc(-c2cc(N3CCOCC3)nc(-c3cccnc3)n2)cc1 | -0.5 | 1
COCCOC(=O)c1ccc(NC(=O)/C=C/c2ccccc2)cc1 | 0.4 | -3
CC1CCN(Cc2nnnn2CC(=O)N2CCCC(OCc3cccnc3)C2)CC1 (centres undefined) | 3.8 | -8
CC(=O)Oc1cccc(C(=O)Nc2ccccc2Sc2ncnc3sc4c(c23)CCCC4)c1 | -0.3 | 8

# Continuation.
# Order of results – FBW7 act, GPR151 ag, MITF primary, TEAD-YAP inh
COc1cccc(/C=C2\N=C(c3cccc(C)c3)OC2=O)c1
  0.2, 0.0, 2, 8
COc1cccc(NC(=S)N(CCN(C)C)C(C)c2ccncc2)c1 (centres undefined)
  -0.2, 0.0, -12, -11
Cc1cc2nc(C3CCCCN3C(=O)CCn3nccc3C)[nH]c2cc1C (centres undefined)
  -0.1, 1.7, -11, -19
COc1ccc(Nc2nc(CC(C)=O)ns2)cc1
  0.0, -0.3, 4, -63
O=C(CCCn1c(=O)[nH]c2ccsc2c1=O)N1CCCCC1
  0.0, 0.6, 7, 8
CC(=O)N(C)c1ccc(NC(=O)c2ccc([N+](=O)[O-])cc2)cc1
  0.0, -0.3, -1, -12
Cc1c(Cc2ccccc2)c(Cl)n2c(nc3ccccc32)c1C#N
  0.0, 0.4, 5, -14
CCCC1=C(C(=O)OCC)C(c2ccc(O)c(OC)c2)C(C#N)=C(N)O1 (centres undefined)
  0.0, 2.2, -8, 4
